Assay outcomes as filed in PubChem BioAssay.
BoNT-F LC inh = BoNT/F light chain protease inhibitors, primary screen, biochemical, flow cytometry, MLPCN library. Botulinum neurotoxin type F light chain protease (Clostridium botulinum). Multiplex microsphere protease cleavage assay. inhibition, % at 10 µM. 0.22% of 360,000 active; in the data active = inhibition above about 35%, passing the limit was not always enough; inconclusive = no clear call, values can overlap the other calls; note: plate controls were buffer without enzyme for full effect and enzyme alone for no effect
PfHsp40 yeast = rescue of yeast from PfHsp40 toxicity, primary screen, S. cerevisiae, ATP luminescence. S. cerevisiae expressing PfHsp40, growth rescue. growth rescue, % at 12.5 µM. 0.68% of 340,000 active. AID 504582, 2011; in the data active = growth rescue above about 28%, passing the limit was not always enough; inconclusive = no clear call, values can overlap the other calls;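 note: yeast W303a lacking pdr1 and pdr3 grown in galactose medium; growth measured after three days at 30 °C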
FadD28 FP inh = inhibitors of FadD28 bisubstrate probe binding, primary screen, biochemical, fluorescence polarization, single point. Mycobacterium tuberculosis FadD28 fatty-acid-AMP ligase. inhibition, % at 12.5 µM. 0.22% of 360,000 active; in the data active = inhibition above about 8.5%, passing the limit was not always enough; inconclusive = no clear call, values can overlap the other calls
CCHF vOTU inh = CCHFV vOTU protease inhibitors, primary screen, biochemical, Pep-AMC substrate, fluorescence; Crimean-Congo hemorrhagic fever virus L polyprotein viral ovarian tumor (vOTU) protease …; inhibition, % at 11.5 µM; 0.55% of 370,000 active; AID 651958, 2012; in the data active = inhibition above about 30%; note: 0% = vehicle wells with enzyme and 100% = no enzyme wells
TcdB inh = TcdB glycohydrolase inhibitors, primary screen, biochemical, single point, plate reader | 0.24% of 350,000 active | TcdB glycohydrolase enzymatic assay | inhibition, % at 9.99 µM; in the data active = inhibition above about 10%
Target sequence (P18177 whole entry, looked up): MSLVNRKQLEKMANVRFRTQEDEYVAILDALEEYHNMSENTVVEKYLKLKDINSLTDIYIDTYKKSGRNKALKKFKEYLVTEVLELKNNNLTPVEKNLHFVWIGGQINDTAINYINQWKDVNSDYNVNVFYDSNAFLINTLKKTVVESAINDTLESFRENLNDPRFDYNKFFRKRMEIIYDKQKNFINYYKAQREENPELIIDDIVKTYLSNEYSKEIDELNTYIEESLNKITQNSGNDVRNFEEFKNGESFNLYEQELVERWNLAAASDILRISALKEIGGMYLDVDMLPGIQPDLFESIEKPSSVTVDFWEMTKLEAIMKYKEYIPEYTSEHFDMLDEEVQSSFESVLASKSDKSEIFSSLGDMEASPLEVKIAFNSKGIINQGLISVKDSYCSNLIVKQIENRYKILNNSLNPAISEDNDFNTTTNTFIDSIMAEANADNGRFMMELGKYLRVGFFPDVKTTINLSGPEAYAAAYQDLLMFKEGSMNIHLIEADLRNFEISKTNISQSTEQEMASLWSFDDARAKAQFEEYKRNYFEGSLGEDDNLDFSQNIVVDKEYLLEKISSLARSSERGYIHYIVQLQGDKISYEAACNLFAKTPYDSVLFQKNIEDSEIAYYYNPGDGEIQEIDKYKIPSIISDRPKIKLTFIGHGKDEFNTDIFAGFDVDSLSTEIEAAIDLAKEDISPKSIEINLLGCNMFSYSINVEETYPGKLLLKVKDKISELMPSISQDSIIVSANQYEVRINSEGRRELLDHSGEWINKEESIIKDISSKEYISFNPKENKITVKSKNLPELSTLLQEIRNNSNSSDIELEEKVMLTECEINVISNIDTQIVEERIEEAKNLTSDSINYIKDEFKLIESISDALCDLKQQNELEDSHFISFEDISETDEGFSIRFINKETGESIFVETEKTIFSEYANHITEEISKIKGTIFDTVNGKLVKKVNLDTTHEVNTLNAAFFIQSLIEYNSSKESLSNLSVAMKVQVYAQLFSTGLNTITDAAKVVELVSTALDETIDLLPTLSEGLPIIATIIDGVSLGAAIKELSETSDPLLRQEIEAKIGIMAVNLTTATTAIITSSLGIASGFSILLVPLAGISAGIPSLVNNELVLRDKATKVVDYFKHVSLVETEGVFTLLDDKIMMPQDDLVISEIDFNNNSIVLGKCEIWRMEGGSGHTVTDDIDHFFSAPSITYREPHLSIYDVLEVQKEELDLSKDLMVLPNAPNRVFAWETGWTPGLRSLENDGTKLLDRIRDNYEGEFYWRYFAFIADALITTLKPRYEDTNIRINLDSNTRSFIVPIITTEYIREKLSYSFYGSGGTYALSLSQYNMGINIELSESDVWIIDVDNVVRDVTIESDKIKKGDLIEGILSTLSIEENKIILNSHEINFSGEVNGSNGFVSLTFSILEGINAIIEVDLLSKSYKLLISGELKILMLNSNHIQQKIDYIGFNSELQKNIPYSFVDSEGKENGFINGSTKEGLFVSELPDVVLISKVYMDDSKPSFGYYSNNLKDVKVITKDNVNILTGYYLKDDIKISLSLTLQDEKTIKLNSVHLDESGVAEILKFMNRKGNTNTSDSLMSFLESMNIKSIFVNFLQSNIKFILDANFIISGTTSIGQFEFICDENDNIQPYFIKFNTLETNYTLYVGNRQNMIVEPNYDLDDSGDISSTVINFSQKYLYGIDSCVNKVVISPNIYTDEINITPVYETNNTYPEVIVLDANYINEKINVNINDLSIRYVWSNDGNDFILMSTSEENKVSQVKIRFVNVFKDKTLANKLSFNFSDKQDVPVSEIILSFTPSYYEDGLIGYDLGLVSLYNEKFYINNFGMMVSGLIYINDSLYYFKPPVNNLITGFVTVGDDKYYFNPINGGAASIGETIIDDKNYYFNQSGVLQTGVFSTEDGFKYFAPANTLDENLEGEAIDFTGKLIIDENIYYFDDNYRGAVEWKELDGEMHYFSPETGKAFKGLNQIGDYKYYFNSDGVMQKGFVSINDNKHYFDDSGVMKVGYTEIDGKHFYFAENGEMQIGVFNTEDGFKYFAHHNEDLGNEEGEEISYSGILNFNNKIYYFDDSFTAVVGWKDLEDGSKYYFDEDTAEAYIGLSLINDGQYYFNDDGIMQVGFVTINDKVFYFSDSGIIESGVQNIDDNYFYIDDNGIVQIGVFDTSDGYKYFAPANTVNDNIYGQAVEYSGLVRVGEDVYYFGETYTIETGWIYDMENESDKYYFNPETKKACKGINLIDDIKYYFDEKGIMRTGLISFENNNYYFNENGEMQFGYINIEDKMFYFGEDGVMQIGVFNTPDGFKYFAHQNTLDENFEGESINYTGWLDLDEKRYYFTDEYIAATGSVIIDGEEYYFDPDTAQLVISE
Anthrax LF prot = Bacillus anthracis LF protease inhibitors, primary screen, biochemical, multiplex microsphere, MLPCN library; AID 588501, 2011; 0.12% of 360,000 active; inhibition, % at 10 µM; multiplex microsphere protease cleavage assay; note: plate controls were buffer without enzyme for full effect and enzyme alone for no effect
PrPC TRFRET = inhibitors of human cell surface prion protein PrPC, primary screen, cell-based, TR-FRET; Major prion protein (Homo sapiens), P04156; TR-FRET read-out; inhibition, % at 13.8 µM; 0.43% of 370,000 active; in the data active = inhibition above about 24%; note: 0% = median of the test wells and 100% = reference compound wells
BoNT-A LC inh2 = BoNT/A light chain protease inhibitors, primary screen, biochemical, flow cytometry, MLPCN library; Botulinum neurotoxin type A light chain protease (Clostridium botulinum A str. ATCC 3502); multiplex microsphere protease substrate cleavage; inhibition, % at 10 µM; 0.17% of 360,000 active; AID 588499, 2011; note: plate controls were buffer without enzyme for full effect and enzyme alone for no effect
Yp Topo-I inh = Yersinia pestis topoisomerase I inhibitors, primary screen, biochemical, cleavage product accumulation, plate reader, single point; DNA topoisomerase I (Yersinia pestis CO92); Y. pestis Topo-I cleavage product accumulation; activity, % at 10 µM; 0.064% of 360,000 active; in the data active = activity above about 50%, passing the limit was not always enough; inconclusive = no clear call, values can overlap the other calls; note: inactives centre near 2
Starred values were filed as active, the others as inactive; ? = inconclusive; . = not tested or not shown. Cut-off read from the data, not from the text of the source, unless noted: active = inhibition above about 30%; inconclusive = no clear call, values can overlap the other calls; inactive = below that.

SMILES	BoNT-F LC inh	PfHsp40 yeast	FadD28 FP inh	CCHF vOTU inh	TcdB inh	Anthrax LF prot	PrPC TRFRET	BoNT-A LC inh2	Yp Topo-I inh
CCC(=O)N1CCN(c2nc(-c3ccc(Cl)cc3)cs2)CC1	-10	8.4	4.9	1	.	-8	8	-0.3	-2
C/C(=N\NC(=O)c1c([N+](=O)[O-])c(C)nn1C)c1ccc(NC(=O)C2CCCC2)cc1	-4	-0.6	-0.2	-10	1.3	1	4	2.2	5
N#Cc1ccc(CN2CCN(CC(=O)NCCc3ccc(Cl)cc3Cl)CC2)cc1	-5	0.5	-6.5	4	0.8	-4	-3	-0.5	9
Cc1ccc(NC(=O)CSCC(=O)N2CCOCC2)cc1	-10	-1.2	-0.2	16	.	-5	9	-0.7	0
CCOC(=O)c1ccc(NC(=O)CN2C(=O)CSCC2=O)cc1	-5	0.3	-0.7	7	1.4	2	3	-0.2	1
CN(Cc1ccccc1)C(=O)CSc1nc2c(c(C(F)(F)F)n1)CCc1ccccc1-2	2	4.3	-6.0	3	.	-2	-2	-0.3	29
c1coc(-c2cc(C3CCNCC3)[nH]n2)c1	-8	0.5	-0.1	-1	-5.4	-10	6	-0.9	11
CCCN(C(=O)CCSc1ccc(F)cc1)c1c(N)n(Cc2ccccc2)c(=O)[nH]c1=O	1	1.2	-4.5	23	1.6	-1	-8	-1.9	9
Cc1cc(Nc2cccc(F)c2)n2nc(C)nc2n1	2	0.4	-1.4	5	0.8	14	-10	0.4	-8
CCN(C(=O)CCc1nc(-c2ccc(OC)cc2)no1)c1cc(OC)ccc1OC	-7	-0.3	-3.5	10	.	-2	-3	-0.5	-3

Reformatted: 5 of the compounds above.
Sequence of screens: BoNT-F LC inh | PfHsp40 yeast | FadD28 FP inh | CCHF vOTU inh | TcdB inh | Anthrax LF prot | PrPC TRFRET | BoNT-A LC inh2 | Yp Topo-I inh
> Cc1ccc(NC(=O)CSCC(=O)N2CCOCC2)cc1
  -10 | -1.2 | -0.2 | 16 | . | -5 | 9 | -0.7 | 0
> CCC(=O)N1CCN(c2nc(-c3ccc(Cl)cc3)cs2)CC1
  -10 | 8.4 | 4.9 | 1 | . | -8 | 8 | -0.3 | -2
> C/C(=N\NC(=O)c1c([N+](=O)[O-])c(C)nn1C)c1ccc(NC(=O)C2CCCC2)cc1
  -4 | -0.6 | -0.2 | -10 | 1.3 | 1 | 4 | 2.2 | 5
> CCOC(=O)c1ccc(NC(=O)CN2C(=O)CSCC2=O)cc1
  -5 | 0.3 | -0.7 | 7 | 1.4 | 2 | 3 | -0.2 | 1
> CN(Cc1ccccc1)C(=O)CSc1nc2c(c(C(F)(F)F)n1)CCc1ccccc1-2
  2 | 4.3 | -6.0 | 3 | . | -2 | -2 | -0.3 | 29

Next results follow.
SMILES	BoNT-F LC inh	PfHsp40 yeast	FadD28 FP inh	CCHF vOTU inh	TcdB inh	Anthrax LF prot	PrPC TRFRET	BoNT-A LC inh2	Yp Topo-I inh
Oc1ccc(/C=N/NC2=NCCCCC2)cc1	1	8.6	-1.3	3	.	0	-8	0.7	0
Cc1cccc(NC2=NC(=S)N(CC#N)C23CCCCC3)c1	8	1.0	-5.7	-1	.	0	9	0.2	1
CC(C)(C)n1ncc2c(=O)n(CC(=O)NC3CCCCC3)cnc21	7	-0.9	-2.5	6	.	0	-6	-0.3	-8
O=C(NC(=S)N1CCN(Cc2ccc3c(c2)OCO3)CC1)c1cccc(Br)c1	-8	0.9	-3.6	-9	-0.5	-2	10	-1.1	32
ClC(Cl)(Cl)c1nc2ccccc2n2nncc12	0	0.0	-2.7	9	-1.3	1	23	-1.3	-4
CN(C)C1NC(=O)c2cc(-c3ccccc3)sc2N1 (stereo not given)	-10	-0.4	-1.2	11	.	-6	-1	0.1	8
Cc1cc(Cn2nnc(-c3ccc(Br)cc3)n2)cc(C)c1O	-7	-0.5	-1.7	14	-4.4	-2	3	-0.6	-3
CCCCSc1nc2c([nH]1)c(=O)n(C)c(=S)n2C	8	1.4	-3.5	-6	0.1	-1	1	-0.2	-3
CC1CN(CC(=O)Nc2cccc(C(=O)Nc3cccc(C(F)(F)F)c3)c2)CC(C)O1 (stereo not given)	-7	2.7	-4.9	19	.	2	5	0.4	18
O=C(Cn1cc(C(F)(F)F)ccc1=O)Nc1cc(S(=O)(=O)N2CCOCC2)ccc1Cl	-4	0.1	-0.7	-4	0.8	0	1	0.2	-6
CCOn1c(=O)c(-c2cc3ccccc3o2)[n+]([O-])c2ccccc21	19	5.9	-0.6	.	0.5	11	.	14	-5
CCOC(=O)c1c(-c2ccc(C)o2)csc1NC(=O)CN1CCC(C(N)=O)CC1	11	0.0	-2.0	3	6.5	-4	-4	0.6	12
O=C(O)CCNc1ccc(Cl)cc1	0	-0.7	2.1	-1	0.2	-4	4	-0.5	-8
Cc1ccc(NC(=S)N2CCCC(c3nc4ccc(C)cc4[nH]3)C2)c(C)c1 (stereo not given)	-4	0.6	-0.5	11	.	-4	-1	-0.1	2
COc1ccccc1N(CC(=O)Nc1ccc(C(F)(F)F)cc1)S(C)(=O)=O	0	0.1	-12	16	1.4	-4	4	-0.9	0
CCc1ccccc1NC(=O)N1CCC(NC(=O)C(Cc2ccccc2)NC(C)=O)CC1 (stereo not given)	-12	-0.8	-0.3	1	1.0	-6	-2	-0.7	4
O=C1/C(=C\c2ccccc2)CCc2c1[nH]c1ccccc21	-3	-0.6	1.5	5	.	-1	5	-0.9	-5
Cc1cc(OCC(=O)N(C)Cc2ccccc2)ccc1Cl	.	2.8	-1.5	-10	1.9	.	2	.	26
CCOC(=O)c1c(C)nn(-c2ccc(NC(=O)/C=C/C(=O)O)cc2)c1C	-26	1.1	-4.7	-3	1.3	?	9	-4.2	5
O=C(CSc1n[nH]c(=O)[nH]c1=O)Nc1cccc(S(=O)(=O)N2CCOCC2)c1	-1	-0.1	-0.1	2	-0.7	-7	11	-0.4	2
Cc1ccc(NC(=O)COc2cccc3ccccc23)c(O)c1	0	-0.8	-2.8	-2	2.2	-7	8	-1.1	3
C=CCNc1ncnc2c1ncn2[C@H]1CN(CCOC)C[C@@H](CO)O1	2	.	-4.5	-9	1.4	-1	1	-0.2	7
Cc1cc2c(c(Sc3ccccc3)n1)C(=O)OC2	-2	1.1	-2.1	2	.	-4	0	-1.6	7
CC(C)(C)C1CCC(=NOC(=O)c2ccc(F)cc2)CC1 (stereo not given)	1	2.7	-2.5	-5	0.9	-2	-7	-0.3	37
COc1ccc(CCNC(=O)C2CC3Cn4c(nc5ccccc54)C3N2Cc2ccccc2)cc1 (stereo not given)	2	0.8	-3.6	-1	-0.8	2	2	-0.5	41
Nc1nnc(/C=C/c2cccc([N+](=O)[O-])c2)s1	.	-0.9	-2.4	-1	0.5	.	-35	.	-2
CCc1ccc(/C(C)=N/NC(=O)CNC(=O)/C=C/c2ccco2)cc1	11	-0.8	-2.5	.	.	0	.	-1.1	12
Cc1sc2ncnc(Sc3ccccc3C(=O)Nc3ccccc3Cl)c2c1C	-5	?	-1.0	-1	0.8	-2	22	0.1	1
COc1ccc(Nc2cc(C)c3cc([N+](=O)[O-])ccc3n2)cc1	18	12	-2.7	-2	0.8	-9	1	0.0	-29
N#C/C(=C\c1ccc(F)cc1)c1nc(-c2ccco2)cs1	-5	1.1	-0.5	-10	0.9	0	0	-0.1	2
COc1cccc(/C=C2\SC(=O)NC2=O)c1OCc1ccc(C(=O)O)cc1	5	-0.3	-4.9	15	-1.0	-2	-1	0.0	5
Cc1oc2nc(SCC(=O)NCc3cccnc3)nc(N)c2c1C	3	-1.6	-0.8	3	.	-2	3	1.3	-2
Cc1noc(C)c1/C=N/Nc1ccccn1	-3	1.9	0.7	-1	-1.7	-6	-5	0.7	-2
Nc1ncc(Br)cc1S(=O)(=O)NCCC(=O)NCCc1ccccc1	-1	0.5	-0.6	11	0.0	2	0	-0.5	3
O=C(Nc1cc2c(cc1Cl)OCCO2)c1ccco1	-5	-1.0	-2.7	-2	.	-7	-2	0.7	1
O=C(O)C(c1ccccc1)N1C(=O)c2cccc3cccc(c23)C1=O (stereo not given)	?	0.2	-3.6	0	4.7	-5	-16	3.0	0
O=C1OC(N2CCN(Cc3ccccc3)CC2)c2ccccc21 (stereo not given)	-14	-0.4	-3.8	-1	.	-15	4	-1.2	-10
Cc1ccccc1C(=O)Nc1ccccc1-n1cccc1	-3	0.1	-2.3	8	-0.2	-2	-9	0.3	-7
COc1ccc(-c2[nH]ncc2CN2CCC(OCc3cccnc3)CC2)c(F)c1	8	0.6	0.1	-14	2.5	3	-2	0.7	3
O=C1NCCn2nc3ccccc3c21	-13	0.5	-3.2	-9	1.9	-7	-6	-0.5	-12
CCOC(=O)c1ccc2c(c1)C(=O)N(C1CCCCC1)C2=O	-9	-0.4	-2.4	20	-0.3	-3	5	-0.4	3
COc1ccc(C)cc1NC(=O)CC1COc2ccccc2O1 (stereo not given)	-4	0.1	3.2	-10	1.7	-2	11	-0.4	-2
COc1ccc(NC(=O)CN(C)C(=O)C23CC4CC(CC(C4)C2)C3)cc1	3	-0.4	-1.6	-1	0.4	-1	-4	-1.0	6
COCCn1c(=NC(=O)CCS(=O)(=O)c2ccccc2)sc2c(OC)ccc(OC)c21	2	-0.9	-7.3	-5	5.1	2	-7	7.7	9
Cc1cccc(NC(=O)/C=C/c2ccc3c(c2)OCO3)n1	-25	-1.1	-1.3	2	.	-3	-3	-3.2	-2
NC(Cc1ccc(F)cc1)c1csc(Nc2ccc(C(=O)c3ccccc3)cc2)n1 (stereo not given)	-24	.	-8.5	4	0.8	-8	0	-0.7	-16
CC(=O)c1cccc(NC(=S)NC(=O)c2ccc(Cl)cc2)c1	-7	0.7	-4.9	-15	1.0	2	-2	0.2	16
COc1ccc(-c2nc(C#N)c(NCC3CCCO3)o2)cc1 (stereo not given)	-59	0.5	-0.1	-55	.	?	9	-6.5	-5
CC1CCc2cc(F)ccc2N1C(=O)CN1C(=O)c2ccccc2C1=O (stereo not given)	1	-0.9	-2.7	-7	.	-16	14	-0.1	10
CC(=O)Nc1ccc(S(=O)(=O)N[C@@H](C)C(=O)OCC(=O)Nc2ccc3c(c2)OCCO3)cc1	5	-0.5	-1.2	9	-1.8	0	6	0.3	-8
(next part)
SMILES	BoNT-F LC inh	PfHsp40 yeast	FadD28 FP inh	CCHF vOTU inh	TcdB inh	Anthrax LF prot	PrPC TRFRET	BoNT-A LC inh2	Yp Topo-I inh
COc1ccc(CCNC(=O)c2cc3sccc3n2C)cc1OC	5	0.5	0.6	-6	2.0	0	5	3.7	4
COc1ccc(NC(=O)c2cc(C3CCCCN3C(=O)OCC(C)C)on2)c(C)c1 (stereo not given)	-3	.	-2.2	14	0.8	3	-1	0.1	18
CSc1cccc2sc(NC(=O)C3=COCCO3)nc12	3	-0.1	-3.5	-3	0.9	1	-2	1.8	14
C=CCSc1n[nH]c(-c2cccs2)n1	-20	-0.2	-1.9	-16	-0.3	-4	-3	-3.2	-2
COC1=CC(=O)OC(c2ccc(OC)cc2)C1 (stereo not given)	11	1.2	-4.3	1	0.1	-8	3	0.1	5
O=C(CSc1nnnn1-c1ccccc1)Nc1nsc(-c2ccc(Cl)cc2)n1	-5	2.1	?	10	.	0	6	-0.1	24
COc1ccc(OCc2cc(C(=O)N3CCC(OC)CC3)no2)c2ccccc12	-5	1.9	3.0	9	0.9	5	1	0.2	0
CC1CN(c2oc(-c3cccs3)nc2C#N)CC(C)O1 (stereo not given)	-7	1.1	-3.5	-89	.	0	-1	-0.2	1
Cc1ccc(SCc2cc(=O)n(C)[nH]2)cc1	0	1.1	1.3	-6	-0.2	-3	6	0.2	-5
Cc1cc(Cl)ccc1NC(=O)CCC(=O)N/N=C/c1cccnc1	-8	-1.0	-0.6	-3	0.8	-1	-6	-0.7	2
